# RPL19A TOR yeast = alters RPL19A-GFP fluorescence in TOR pathway yeast screen; S. cerevisiae RPL19A-GFP strain, flow cytometry, 3 h; active compounds read low; percent response vs DMSO, % at 10 µM; 330,000 tested, 0.3% active;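 active = percent response vs DMSO below 50%; inconclusive = fewer than 70 events counted for the yeast strain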;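 also: median channel GFP fluorescence of the barcoded RPL19A-GFP strain; ratio of sample median GFP to plate DMSO average so 100% = DMSO; lower means less RPL19A-GFP as with rapamycin TOR inhibition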
# LAP4-GFP MLPCN = yeast TOR pathway LAP4-GFP modulation; S. cerevisiae LAP4-GFP multiplex, flow cytometry GFP, 3 h; median GFP as percent of DMSO wells; GFP response vs DMSO, % at 10 µM; 320,000 tested, 0.34% active;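 active = GFP response vs DMSO above a set limit, about the screen mean plus 3 SD, cut at about 150% in these data; inconclusive = under 70 cell events counted for the yeast strain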
# JMJD2C inh = blocks human GASC-1 demethylase activity; GST-JMJD2C(1-420) H3K9me3 demethylation, DELFIA europium; Q9H3R0; inhibition, % at 2.35 µM; 330,000 tested, 0.069% active;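 active = more than half of a compound's replicate wells show inhibition beyond 50%, single wells judged on their own value; inconclusive = some, but no more than half, of replicates pass 50% inhibition; inactive = no replicate passes 50% inhibition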;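 also: signal counts dimethyl H3K9 product captured on neutravidin plate; 0% = median of DMSO wells and 100% = 0.3 times that DMSO median; strong numbers were not always called active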
# Target sequence (Q9H3R0 1-420 limits assumed): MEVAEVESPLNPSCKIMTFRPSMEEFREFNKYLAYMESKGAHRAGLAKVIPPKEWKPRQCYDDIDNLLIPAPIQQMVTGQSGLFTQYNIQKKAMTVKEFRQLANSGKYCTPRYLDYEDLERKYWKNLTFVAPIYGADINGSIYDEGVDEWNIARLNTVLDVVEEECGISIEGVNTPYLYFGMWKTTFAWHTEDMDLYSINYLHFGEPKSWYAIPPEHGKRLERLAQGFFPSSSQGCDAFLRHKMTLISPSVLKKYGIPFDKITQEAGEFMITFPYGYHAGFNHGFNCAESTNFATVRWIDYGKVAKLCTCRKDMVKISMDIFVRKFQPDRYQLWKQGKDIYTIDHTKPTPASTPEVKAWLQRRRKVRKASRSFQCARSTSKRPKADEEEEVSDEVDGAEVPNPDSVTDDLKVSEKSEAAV
# AHR activator = activators of human aryl hydrocarbon receptor; activation, % at 5 µM; P35869; AHR-responsive luciferase reporter cells, luminescence; 320,000 tested, 2.5% active; in the data active = activation above about 47%;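 also: 0% = vehicle wells and 100% = reference agonist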
# procasp3 activ = activates human procaspase-3; P42574; recombinant procaspase-3 D3A, Ac-DEVD-pNA absorbance 405 nm; activation, % at 8.5 µM; 330,000 tested, 0.11% active;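 active = activation above the mean of all tested compounds plus 3 SD, cut at about 21% in these data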;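 also: 0% = DMSO alone and 100% = DMSO wells spiked with extra 5 µM PC-3 D3A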
# Target sequence (P42574 whole entry D9A/D28A/D175A): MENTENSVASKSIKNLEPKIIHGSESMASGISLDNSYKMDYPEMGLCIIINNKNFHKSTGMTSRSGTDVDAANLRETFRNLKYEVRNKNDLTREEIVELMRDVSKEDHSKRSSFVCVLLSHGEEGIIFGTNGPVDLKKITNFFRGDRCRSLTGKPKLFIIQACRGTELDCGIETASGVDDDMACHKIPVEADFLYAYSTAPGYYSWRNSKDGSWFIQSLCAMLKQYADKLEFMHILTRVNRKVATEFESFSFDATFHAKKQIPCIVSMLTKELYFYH
#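 Assay system – Procaspase-3 D3A mutant · Benchmarks – DMSO low control, extra-enzyme high control · Technique – 405 nm absorbance of p-nitroaniline, reads at 0 and 120 min · Doses – 8.5 µM nominal · Measure – % activation between DMSO and enzyme-spiked controls · Also added – Ac-DEVD-pNA chromogenic peptide substrate · Schedule – 1 h compound preincubation, 2 h substrate hydrolysis at 25 °C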
# proCasp7 act = activates human procaspase-7, counter-screen for procaspase-3 activators; P55210; recombinant procaspase-7, Ac-DEVD-pNA absorbance 405 nm; D23A/D198A/D206A triple mutant, cannot self-cleave; scale: DMSO 0, 5 µM enzyme 100; activation, % at 8.5 µM; 330,000 tested, 0.093% active; AID 463210;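 active = percent activation above the screen-wide mean plus 3 SD, cut at about 25% in these data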
# Target sequence (P55210 whole entry D23A/D198A/D206A): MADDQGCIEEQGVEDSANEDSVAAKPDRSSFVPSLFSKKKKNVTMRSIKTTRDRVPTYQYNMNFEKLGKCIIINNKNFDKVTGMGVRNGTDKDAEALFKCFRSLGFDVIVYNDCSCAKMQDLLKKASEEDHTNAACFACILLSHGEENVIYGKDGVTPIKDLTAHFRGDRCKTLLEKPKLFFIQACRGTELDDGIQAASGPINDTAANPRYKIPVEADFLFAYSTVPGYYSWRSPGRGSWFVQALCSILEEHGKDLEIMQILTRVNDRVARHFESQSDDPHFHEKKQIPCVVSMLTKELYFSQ
#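 System: Uncleavable procaspase-7 mutant enzyme; Amount: 2 µM procaspase-7 mutant as dispensed; Schedule: 1 h compound preincubation, 2 h substrate cleavage, 25 °C; Measured by: 405 nm absorbance of p-nitroaniline; Evaluation: percent activation from buffer-corrected 0–120 min absorbance change; Control set: low DMSO alone, high DMSO plus 5 µM PC-7.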
# MEP2-GFP yeast = modulators of TOR pathway MEP2-GFP in S. cerevisiae | 330,000 tested, 0.51% active | S. cerevisiae MEP2-GFP strain, flow cytometry GFP, 3 h; 100% = DMSO control level | GFP response vs DMSO, % at 10 µM;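 active = GFP response versus DMSO above a set limit, roughly screen mean plus 3 SD, cut at about 180% in these data; inconclusive = fewer than 70 cells counted for a yeast strain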;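 also: median GFP fluorescence of the barcode-gated MEP2-GFP cells per well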
# Yeast superoxide = yeast age-related superoxide inhibition as caloric restriction mimetic. 330,000 tested, 0.18% active. S. cerevisiae aged cells, superoxide DHE fluorescence; active compounds read low. superoxide response (% of plate mean), % at 10 µM;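 active = superoxide response under a set limit, about three screen SD below normal, cut at about 65% in these data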;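 also: yeast aged for seven days with compound at 30 °C before DHE staining; 100% = average MFI of all compound-treated wells on the plate with controls excluded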
# * hit, by the source's call; ? = inconclusive; . = not tested or not shown; [ ] = remark or other dose.
SMILES,RPL19A TOR yeast,LAP4-GFP MLPCN,JMJD2C inh,AHR activator,procasp3 activ,proCasp7 act,MEP2-GFP yeast,Yeast superoxide
Cc1ccccc1OCc1nnc(SCC(=O)N2CCc3ccccc32)n1C,97,92,-26,4,1,14,101,102
CCC(C)C(NS(=O)(=O)c1ccc(C)cc1)C(=O)N1CCOCCOCCOCC1 (stereo not given),105,94,-7,-2,7,11,103,99
CCOc1cc(N2CCOCC2)c(OCC)cc1NC(=O)C1=COCCO1,100,102,.,1,5,-11,98,99
COc1ccc(CCCC(=O)NC(C)c2ccccc2)cc1 (stereo not given),105,103,15,0,6,1,106,97
O=C(O)CC(NC(=O)C12CC3CC(CC(C3)C1)C2)c1ccc(F)cc1 (stereo not given),103,100,-1,2,-7,0,103,99
COc1ccc2c(c1)CCc1cc(C(=O)N3CCN(c4ccc(N5CCOCC5)nn4)CC3)sc1-2,99,99,-4,-9,7,1,92,109
CCCCNC(=O)CN(c1cc(C(F)(F)F)ccc1Cl)S(C)(=O)=O,104,96,-1,-1,4,8,103,109
CCOC(=O)c1ccccc1N/C=C/C(=O)c1ccccc1,97,.,2,14,1,-2,98,101
CC(C)NC(=O)c1sc2c(c1C(=O)Nc1cccnc1)CCCC2,99,109,-6,35,-1,-4,101,100
O=C(c1cn2ccccc2n1)N1CCCC(Nc2ccc(F)c(F)c2)C1 (stereo not given),100,92,6,3,2,-2,103,103
CCCCN=C(C)c1c(O)c2ccccc2oc1=O,92,93,0,7,2,11,84,101
O=Cc1ccnc(-c2ccc(OC(=O)c3ccco3)cc2)n1,101,107,-10,3,-7,8,110,110
COc1ccccc1N1CCN(CCC(=O)Nc2ccc3c(c2)OCO3)CC1,97,90,0,13,-4,0,101,111
Cc1[nH]n(-c2ccccc2)c(=O)c1C=Nc1cccc(F)c1,97,124,-30,11,-1,-7,102,86
CN(CCc1ccccc1)Cc1nc(-c2cnccn2)no1,103,95,-14,4,12,5,100,100
CCOC(=O)c1ccc(NC(=S)N(CCCN(CC)CC)Cc2ccco2)cc1,92,95,-4,-2,-5,-14,130,98
Cc1ccc(Nc2c(F)c(F)c(F)c(F)c2C(=O)O)cc1,97,102,31,1,6,-2,100,102
OCC[C@@H]1C[C@H](O)[C@@H](O)[C@@]2(Cc3ccccc3O2)O1,103,97,-4,1,-5,-2,104,100
Cc1c(NC(=O)COC(=O)C23CC4CC(CC(O)(C4)C2)C3)c(=O)n(-c2ccccc2)n1C,99,97,0,0,5,4,92,78
C=CCn1c(COc2ccc(F)cc2)nnc1SCC(=O)NC1CC1,94,96,-4,-3,-5,-2,99,94
Cc1ccc(SCC(=O)NC(=O)Nc2ccc3c(c2)OCCO3)cc1C,103,94,7,-2,-3,1,107,103
CC1(C)Cc2cccc(OCC(=O)OCC(=O)NCc3ccccc3)c2O1,94,90,-4,-2,11,2,89,104
CCOC(=O)C1CCCN(S(=O)(=O)c2cc3c(cc2Cl)NC(=O)CO3)C1 (stereo not given),98,99,0,5,-7,-3,101,100
O=C(NNS(=O)(=O)Cc1ccccc1)c1ccc([N+](=O)[O-])cc1,44*[may fluoresce violet],105[may fluoresce violet],6,3,-9,-12,796*[may fluoresce violet],109
Cc1nnc(Sc2c(N)n(C)c(=O)[nH]c2=O)s1,95,104,-3,5,3,3,99,119
COc1ccc(CCNC(=O)c2cc(-c3ccccn3)nc3ccccc23)cc1,99,96,2,7,10,2,106,104
COc1cc(C2NC(=O)N(C)C3=C2C(=O)CCC3)cc(OC)c1OC (stereo not given),103,105,9,0,5,3,90,97
CC(=O)Nc1nonc1-c1nc2ccccc2n1Cc1nnc(C)o1,104,99,2,3,7,5,106,100
Nc1ccc(C#Cc2ccc3sc4ccccc4c(=O)c3c2)cc1,104,118,1,23,3,0,96,104
CC1CCc2c(nc3ncnn3c2Nc2ccc(OC(F)(F)F)cc2)C1 (stereo not given),96,102,-3,12,-4,-2,112,107
CC(=O)Nc1ccc(CN2CCN(c3cccc(C(F)(F)F)c3)CC2)cc1,97,93,33,-2,4,-13,100,103
CC1(C)CC(=O)C=C(c2cccs2)C1,102,114,2,2,-1,-2,107,97
O=C(CSc1nnc(CCCO)n1-c1ccccc1)Nc1nccs1,91,98,10,2,-3,12,92,126
CC(=O)NC(Cc1ccccc1)C(=O)NC1CCN(C(=O)NC2CCCCC2)CC1 (stereo not given),100,101,0,0,4,-13,100,94
Cc1ccc(C2(C)NC(=O)N(CC(=O)NC(=O)NC(C)(C)C)C2=O)cc1 (stereo not given),95,97,-13,-1,8,-1,100,98
COc1cccc(CN(C)C(=O)CNC(=O)c2cccs2)c1OC,98,99,0,2,8,3,95,93
COc1ccc(Cc2nc(-c3ccccn3)no2)cc1,97,100,21,2,6,5,96,82
Cc1ccc(S(=O)(=O)N(CC(=O)NCCSCc2ccco2)c2ccc(F)cc2)cc1,98,107,1,-1,-2,0,97,99
CN1CCN(c2ccccc2NS(=O)(=O)c2ccc3c(c2)CCN3C(=O)C2CCC2)CC1,95,103,-7,5,-4,1,106,96
COc1ccc(F)cc1C(=O)C1CCCN(C(=O)CSc2ccccn2)C1 (stereo not given),100,90,-24,1,-7,1,94,117
CCC(CO)Oc1cc(NC(=O)c2ccc(N)cc2)c2ncn(C(C)C)c2c1 (stereo not given),96,86,-3,6,-3,0,103,115
CC(Oc1ccccc1F)c1nnc(SCC(=O)N(c2ccccc2)C2CCS(=O)(=O)C2)o1 (stereo not given),94,97,0,1,4,13,102,109
Nn1c(SCC(=O)Nc2nccs2)nncc1=O,96,97,-7,1,2,1,101,103
O=S(=O)(NCc1ccncc1)c1ccccc1,96,94,2,2,11,11,101,102
CN(CC(=O)Nc1cccc(F)c1)C(=O)CN1C(=O)NC2(CCCCC2)C1=O,104,103,1,0,2,-5,107,122
Cc1ccc(/C=C/C(=O)Nc2cc(=O)n(C)c(=O)n2C)o1,103,86,11,3,2,-1,104,110
O=C(CN1C(=O)c2ccccc2C1=O)N1CCN(c2ccccc2)CC1,97,94,9,12,2,6,96,113
Cc1nc(NC(=O)C2CC2)sc1C(=O)N1CCCCC1,109,101,4,0,4,3,111,89
COc1ccc(S(=O)(=O)N(C)C[C@@H]2Oc3c(NS(C)(=O)=O)cccc3C(=O)N([C@@H](C)CO)C[C@H]2C)cc1,89,93,15,-1,-2,8,83,96
Cc1cccc(Nc2nc(-c3c(C)nc4ccccn34)cs2)c1,94,111,?,-4,-20,-7,105,100
CC(C)c1ccc(NC2CCCN(C(=O)CCN3CCCO3)C2)cc1 (stereo not given),101,91,-5,4,4,-6,94,96
CC(=O)N1c2ccc(S(=O)(=O)N3CCCCC3)cc2CC1C(=O)Nc1ccc(C)cc1 (stereo not given),111,115,?,1,-5,-3,113,97
Cc1ccc(S(=O)(=O)NCCC(=O)N2CC(C)OC(C)C2)cc1 (stereo not given),108,105,6,3,10,-4,109,100
CCCCn1c(N)c(N(Cc2ccccc2OC)C(=O)COc2ccccc2OC)c(=O)[nH]c1=O,85,80,-1,2,8,-1,89,105
Cc1c(C)n(CCN(C)C)c2ccc(C(=O)OCCN(C)C)cc12,98,90,4,1,-5,0,85,100
O=C(c1cnn2ccccc12)N1CCc2ccccc21,97,108,11,39,1,5,109,101
COc1ccc(-n2c(SCC(=O)NCc3ccco3)nc3c([nH]c4ccccc43)c2=O)cc1,102,101,-7,29,11,3,106,106
N/C(Cc1ccc([N+](=O)[O-])cc1)=N\OC(=O)CC1CCCCC1,103,106,9,-5,0,7,104,105
Cc1ccc(NC(=O)CCC(=O)Nc2nnc(C3CCCCC3)s2)cc1,107,104,-11,1,0,-13,100,113
O=C(NCCC1CCCCN1S(=O)(=O)c1cccs1)C(=O)Nc1ccccc1F (stereo not given),98,104,1,7,2,0,99,103

# Next part; it opens with the 2 that closed the last part.
SMILES,RPL19A TOR yeast,LAP4-GFP MLPCN,JMJD2C inh,AHR activator,procasp3 activ,proCasp7 act,MEP2-GFP yeast,Yeast superoxide
Cc1ccc(NC(=O)CCC(=O)Nc2nnc(C3CCCCC3)s2)cc1,107,104,-11,1,0,-13,100,113
O=C(NCCC1CCCCN1S(=O)(=O)c1cccs1)C(=O)Nc1ccccc1F (stereo not given),98,104,1,7,2,0,99,103
CC1C/C(=N\NC(=O)c2cccnc2)CC(C)(C)C1 (stereo not given),106,102,-20,26,2,1,111,105
O=C(Nc1cccc([N+](=O)[O-])c1)Nc1cccs1,97,113,9,10,7,-4,116,93
O=C(NC(=S)Nc1ccc(F)cc1)c1ccc2c(c1)OCCO2,98,106,4,14,-2,-6,106,106
NS(=O)(=O)c1ccc(NC(=S)NNC(=O)c2cccs2)cc1,101,100,1,2,-26,-15,96,95
COc1ccc(N(CC(=O)NC2CC3CCC2C3)S(=O)(=O)c2ccccc2)cc1Cl (stereo not given),123,83,8,.,.,.,106,106

# Sorted by count of non-hydrogen atoms (high to low): some entries from above
SMILES,RPL19A TOR yeast,LAP4-GFP MLPCN,JMJD2C inh,AHR activator,procasp3 activ,proCasp7 act,MEP2-GFP yeast,Yeast superoxide
Cc1c(NC(=O)COC(=O)C23CC4CC(CC(O)(C4)C2)C3)c(=O)n(-c2ccccc2)n1C,99,97,0,0,5,4,92,78
COc1ccc(N(CC(=O)NC2CC3CCC2C3)S(=O)(=O)c2ccccc2)cc1Cl (stereo not given),123,83,8,.,.,.,106,106
CN(CC(=O)Nc1cccc(F)c1)C(=O)CN1C(=O)NC2(CCCCC2)C1=O,104,103,1,0,2,-5,107,122
CC1(C)Cc2cccc(OCC(=O)OCC(=O)NCc3ccccc3)c2O1,94,90,-4,-2,11,2,89,104
Cc1ccc(C2(C)NC(=O)N(CC(=O)NC(=O)NC(C)(C)C)C2=O)cc1 (stereo not given),95,97,-13,-1,8,-1,100,98
O=C(O)CC(NC(=O)C12CC3CC(CC(C3)C1)C2)c1ccc(F)cc1 (stereo not given),103,100,-1,2,-7,0,103,99
Nc1ccc(C#Cc2ccc3sc4ccccc4c(=O)c3c2)cc1,104,118,1,23,3,0,96,104
O=C(NNS(=O)(=O)Cc1ccccc1)c1ccc([N+](=O)[O-])cc1,44*[may fluoresce violet],105[may fluoresce violet],6,3,-9,-12,796*[may fluoresce violet],109
CCOC(=O)c1ccccc1N/C=C/C(=O)c1ccccc1,97,.,2,14,1,-2,98,101
Cc1ccc(/C=C/C(=O)Nc2cc(=O)n(C)c(=O)n2C)o1,103,86,11,3,2,-1,104,110
OCC[C@@H]1C[C@H](O)[C@@H](O)[C@@]2(Cc3ccccc3O2)O1,103,97,-4,1,-5,-2,104,100
O=C(Nc1cccc([N+](=O)[O-])c1)Nc1cccs1,97,113,9,10,7,-4,116,93
